High-throughput results: PubChem, several laboratories
SR-BI DiI-HDL act: activators of SR-BI mediated DiI-HDL uptake, primary screen, ldlA[mSR-BI] CHO cells, DiI fluorescence; 320,000 tested, 0.096% active; activation, % at 12.5 µM; 3 h; 100 = double the neutral-control signal;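 active = mean replicate activation of at least 60% and every replicate at or above 60%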;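 note: 0% = median plate neutral-control signal and 100% = twice that signal; values of inactives mirror those of a sister screen read the other way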
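Test system: SR-BI-overexpressing, LDLR-lacking CHO cells. Measured by: DiI fluorescence, bottom read. Medium: Ham's F12 with 0.5% BSA, HEPES 25 mM, pH 7.4. Timing: 3 h uptake period with compound, 37 °C.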
PKA-R1A activ: activators of PKA-R1A holoenzyme, primary screen, biochemical, fluorescence polarization, Cy5-IP20, bovine R1A, mouse PKAc | cAMP-dependent protein kinase type I-alpha regulatory subunit (Bos taurus) + … | 340,000 tested, 0.083% active | activation, % at 11.4 µM | PKA-R1A dissociation; scaled: DMSO 0%, 113 µM cGMP 100%;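 active = percent activation above the mean of all tested compounds plus 3 SD, cut at about 19% in these data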;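 note: higher means more PKAc released from R1A so a rise in polarization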
Arrestin-AP2 inh: inhibitors of beta-arrestin/AP2 binding, primary screen, biochemical, GPCR trafficking, flow cytometry. inhibition, % at 10 µM. 340,000 tested, 0.31% active. AID 504490, 2011. beta-arrestin 1 C-terminal peptide binding to AP2 beta2-adaptin appendage (human). FITC-arrestin peptide / GST-AP2 beads; AP2 beta2 appendage carries R879A mutation;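 active = inhibition above a set limit, near 3 SD of compounds lacking own fluorescence, cut at about 54% in these data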;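 note: plate controls were DMSO wells for no effect and 5 µM unlabelled arrestin peptide for full effect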
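System: GST-AP2 R879A glutathione beads | Also added: FITC-arrestin peptide, 50 nM | Times: 12 min plus 1 h, RT | Signal: Bead flow cytometry, FITC channel | Buffer or medium: PBS with 0.05% Tween 20 and 0.1% BSA | Read-out basis: Percent drop in bead-associated FITC signal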
MITF TRPM1 HTS: activators of MITF-driven TRPM1 promoter reporter, primary screen, cell-based, SK-MEL-5, luciferase, single point; SK-MEL-5 TRPM1-promoter luciferase, 24 h; % of positive control, neutral wells = 0; activation, % at 12.5 µM; 300,000 tested, 0.75% active;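 active = mean activation of at least 80% with every replicate also reaching 80%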;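 note: 0% = neutral control wells and 100% = parthenolide positive control wells; values of inactives mirror those of a sister screen read the other way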
SR-BI HDL uptake: inhibitors of SR-BI mediated HDL lipid uptake, primary screen, ldlA[mSR-BI] cells, fluorescence, single point. 320,000 tested, 0.96% active. Scavenger receptor class B member 1 (Mus musculus), Q61009. inhibition, % at 12.5 µM. ldlA[mSR-BI] CHO cells, DiI-HDL uptake fluorescence, 3 h;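 active = mean replicate inhibition of at least 70% and a set share of replicates each scoring 70 or more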;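 note: 0% = median of neutral control wells and 100% = median of positive control wells; values of inactives mirror those of a sister screen read the other way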
DSG3 Ab inh: inhibitors of pemphigus antibody binding to DSG3, primary screen, biochemical, bead-based, flow cytometry, scFv-GFP; Desmoglein-3 (Homo sapiens), P32926; DSG3-coupled beads, scFv-anti-DSG3-GFP binding; stronger effect = lower value; binding (percent of control), % at 10 µM; 310,000 tested, 0.48% active;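 active = binding more than 3 SD below its plate's average and above zero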;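 note: hits lower antibody fragment binding to DSG3; some compounds called inactive have numbers as strong as hits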
NSD2 inh: NSD2 histone methyltransferase inhibitors, primary screen, biochemical, AlphaScreen, single concentration, set 2 | inhibition, % at 12.5 µM | Histone-lysine N-methyltransferase NSD2 (Homo sapiens), O96028 | NSD2 peptide methylation, 120 min | 310,000 tested, 0.54% active; in the data active = inhibition above about 50%
Target sequence (O96028 whole entry, looked up): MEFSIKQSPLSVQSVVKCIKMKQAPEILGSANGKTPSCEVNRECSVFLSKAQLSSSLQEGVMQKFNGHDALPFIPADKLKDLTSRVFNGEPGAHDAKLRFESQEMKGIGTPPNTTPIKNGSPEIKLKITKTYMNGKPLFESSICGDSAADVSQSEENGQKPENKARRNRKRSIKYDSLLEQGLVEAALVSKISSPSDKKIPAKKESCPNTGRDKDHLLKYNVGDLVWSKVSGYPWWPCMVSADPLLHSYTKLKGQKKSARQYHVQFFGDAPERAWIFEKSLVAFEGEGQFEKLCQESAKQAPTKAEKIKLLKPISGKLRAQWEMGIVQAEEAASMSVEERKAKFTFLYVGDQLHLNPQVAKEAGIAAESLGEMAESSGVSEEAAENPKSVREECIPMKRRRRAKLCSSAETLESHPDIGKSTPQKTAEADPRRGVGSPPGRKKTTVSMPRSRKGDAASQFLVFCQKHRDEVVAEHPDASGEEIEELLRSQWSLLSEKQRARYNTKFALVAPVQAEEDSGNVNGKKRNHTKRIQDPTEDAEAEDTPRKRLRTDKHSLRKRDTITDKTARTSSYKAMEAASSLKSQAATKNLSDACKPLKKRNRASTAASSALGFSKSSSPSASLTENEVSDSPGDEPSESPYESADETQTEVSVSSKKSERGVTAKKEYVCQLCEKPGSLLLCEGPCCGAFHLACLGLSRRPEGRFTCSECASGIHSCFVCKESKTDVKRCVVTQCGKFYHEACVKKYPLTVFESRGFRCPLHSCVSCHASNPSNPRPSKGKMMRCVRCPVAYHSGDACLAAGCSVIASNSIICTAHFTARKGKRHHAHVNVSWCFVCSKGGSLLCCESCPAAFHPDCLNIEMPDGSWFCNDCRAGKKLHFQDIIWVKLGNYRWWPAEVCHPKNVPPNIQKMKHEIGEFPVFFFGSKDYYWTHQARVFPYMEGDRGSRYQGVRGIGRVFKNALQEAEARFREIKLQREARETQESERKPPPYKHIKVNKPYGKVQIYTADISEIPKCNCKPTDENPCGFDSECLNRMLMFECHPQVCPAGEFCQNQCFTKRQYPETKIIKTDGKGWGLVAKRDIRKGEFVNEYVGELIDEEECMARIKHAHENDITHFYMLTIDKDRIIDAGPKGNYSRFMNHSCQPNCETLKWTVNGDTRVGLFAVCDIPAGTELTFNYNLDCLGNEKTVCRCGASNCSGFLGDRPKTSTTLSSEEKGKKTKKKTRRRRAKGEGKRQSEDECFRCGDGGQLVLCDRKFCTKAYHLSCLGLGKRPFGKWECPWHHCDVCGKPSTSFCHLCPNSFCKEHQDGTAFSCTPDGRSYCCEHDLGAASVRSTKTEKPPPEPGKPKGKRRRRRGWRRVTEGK
Mot1-301 SUMO: yeast Mot1-301 growth rescue at high temperature, primary screen, SUMOylation pathway inhibitor project, S. cerevisiae, ATP luminescence, 38.5C | S. cerevisiae Mot1-301 growth rescue; percent above DMSO median, 100 means doubled | growth rescue, % at 18.8 µM | 320,000 tested, 1% active;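 active = every valid replicate shows activation above 250% relative to neutral control wells; inactive = the rest, any valid replicate at or below 250%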;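 note: OY570 slx delta 5 strain wells were the positive control but not used for scaling; some compounds called inactive have numbers as strong as hits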
PKA-R2B act: activators of PKA-R2B holoenzyme, primary screen, biochemical, fluorescence polarization, Cy5-IP20, human. cAMP-dependent protein kinase catalytic subunit beta (Homo sapiens) + cAMP-dependent …. PKA-R2B holoenzyme dissociation; R2B truncated from residue 108, S112A mutant; 0% DMSO only, 100% 113 µM cGMP. activation, % at 11.4 µM. 340,000 tested, 0.079% active;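 active = activation above a cutoff set at the mean over all compounds plus 3 SD, cut at about 18% in these data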;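 note: higher means more holoenzyme dissociation and a rise in polarization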
CDK5 inh: inhibitors of human CDK5/p35 kinase, primary screen, biochemical, single concentration; Recombinant CDK5/p35, ADP-Glo luminescence, 60 min; 330,000 tested, 0.01% active; inhibition, % at 10 µM; AID 488839, 2010; Cyclin-dependent kinase 5 (Homo sapiens) + Cyclin-dependent kinase 5 activator 1 (Homo …;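 active = highest replicate inhibition of at least 50% and at least 75% of replicates reaching 50%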;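 note: plate controls were DMSO neutral control for no effect and GW8510 at 10 µM for full effect; many of its hits are not listed in these tables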
dFosB act: activators of delta FosB homodimer, primary screen, biochemical, fluorescence polarization, TAMRA-CDK5 oligo, single point; Protein FosB (Mus musculus), P13346; purified delta FosB; percent of positive-control signal above neutral wells; activation, % at 25 µM; 340,000 tested, 0.99% active; AID 493131, 2011;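 active = mean activation above about 17%, with every replicate also reaching it, limit read from the data, passing the limit was not always enough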;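 note: fluorescence polarization rise as delta FosB binds a TAMRA Cdk5 AP-1 oligo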
An asterisk follows results filed as active.

COc1ccc(Cn2c(=O)c3cccnc3n(Cc3ccc([N+](=O)[O-])cc3)c2=O)cc1 was read as SR-BI DiI-HDL act -2, PKA-R1A activ -2, Arrestin-AP2 inh 9, MITF TRPM1 HTS 0, SR-BI HDL uptake 2, DSG3 Ab inh 104, NSD2 inh -2, Mot1-301 SUMO 4, PKA-R2B act -2, CDK5 inh -0.2 and dFosB act -4.
N#CCNC1CC(=O)N(c2ccc(F)cc2)C1=O (configuration not stated) was read as SR-BI DiI-HDL act 0, PKA-R1A activ -11, Arrestin-AP2 inh -10, SR-BI HDL uptake 0, DSG3 Ab inh 96, NSD2 inh 1, Mot1-301 SUMO 3, PKA-R2B act 9, CDK5 inh 0.3 and dFosB act 5.
`Cc1onc(-c2ccccc2)c1C(=O)NNC(=S)NC(=O)c1ccc(F)cc1` gave SR-BI DiI-HDL act -18, PKA-R1A activ -5, Arrestin-AP2 inh 13, MITF TRPM1 HTS -6, SR-BI HDL uptake 18, DSG3 Ab inh 93, NSD2 inh 2, Mot1-301 SUMO 38, PKA-R2B act 3, CDK5 inh -0.5 and dFosB act -3.
`CC12CCC(C(=O)NCc3ccccc3Cl)(CC1=O)C2(C)C` (configuration not stated) gave SR-BI DiI-HDL act 16, PKA-R1A activ -5, Arrestin-AP2 inh -6, MITF TRPM1 HTS 1, SR-BI HDL uptake -16, DSG3 Ab inh 99, NSD2 inh -2, Mot1-301 SUMO 74, PKA-R2B act 0, CDK5 inh -0.2 and dFosB act -11.
For CCN(CC)CCCN1C(=O)C2C(C(=O)Nc3ccc(C(C)C)cc3)C3C=CC2(O3)C1C(=O)NC1CCCCC1 (configuration not stated) the results were PKA-R1A activ -8, Arrestin-AP2 inh -7, MITF TRPM1 HTS 13, NSD2 inh 5, Mot1-301 SUMO 8, PKA-R2B act -3, CDK5 inh -1.7 and dFosB act -7.
Screening COc1ccc(-c2noc(CCC(=O)NCCN(C)Cc3ccccc3)n2)cc1 returned SR-BI DiI-HDL act 2, PKA-R1A activ -11, Arrestin-AP2 inh -3, MITF TRPM1 HTS 12, SR-BI HDL uptake -2, NSD2 inh 1, Mot1-301 SUMO 34, PKA-R2B act 6, CDK5 inh 0.8 and dFosB act -3.
`COc1cccc(C(=O)CN2CCN(S(=O)(=O)c3ccc(Br)cc3)CC2)c1` gave SR-BI DiI-HDL act 16, PKA-R1A activ -1, Arrestin-AP2 inh 0, MITF TRPM1 HTS -16, SR-BI HDL uptake -16, DSG3 Ab inh 95, Mot1-301 SUMO 14, PKA-R2B act -8, CDK5 inh -0.5 and dFosB act -2.
For CCOc1ccc(NC(=O)C/C(C)=N/NC(=O)Cc2cccs2)cc1 the results were PKA-R1A activ 5, Arrestin-AP2 inh 18, MITF TRPM1 HTS 3, DSG3 Ab inh 103, NSD2 inh -4, Mot1-301 SUMO 7, PKA-R2B act -4, CDK5 inh 0.0 and dFosB act 1.
`O=C(NC1CCCC1)C1CCN(S(=O)(=O)c2cccc3cccnc23)CC1` gave SR-BI DiI-HDL act 17, PKA-R1A activ 2, Arrestin-AP2 inh 7, MITF TRPM1 HTS 14, SR-BI HDL uptake -17, DSG3 Ab inh 101, NSD2 inh 2, Mot1-301 SUMO 2, PKA-R2B act 3, CDK5 inh 0.4 and dFosB act -3.
Screening COc1cc2[nH]c(=S)n(C3CC3)c(=O)c2cc1OC returned SR-BI DiI-HDL act -24, PKA-R1A activ 1, Arrestin-AP2 inh 5, MITF TRPM1 HTS 1, SR-BI HDL uptake 24, NSD2 inh -1, Mot1-301 SUMO 18, PKA-R2B act -7, CDK5 inh 1.6 and dFosB act -4.
CC1=NN(c2nc(C)cc(C)n2)C(=O)C1CCC(C)C (configuration not stated) was read as SR-BI DiI-HDL act 1, PKA-R1A activ 1, Arrestin-AP2 inh 14, MITF TRPM1 HTS -5, SR-BI HDL uptake -1, DSG3 Ab inh 93, NSD2 inh -4, Mot1-301 SUMO 552, PKA-R2B act 12, CDK5 inh 1.5 and dFosB act -9.
For CSc1nnc(NC(=O)c2ccc3c(c2)OCO3)s1 the results were SR-BI DiI-HDL act 17, PKA-R1A activ 2, Arrestin-AP2 inh 7, MITF TRPM1 HTS -38, SR-BI HDL uptake -17, DSG3 Ab inh 96, NSD2 inh -2, Mot1-301 SUMO 57, PKA-R2B act 8, CDK5 inh -0.4 and dFosB act 6.
Screening CCOc1ccc(C2C(C(C)=O)=C(O)C(=O)N2CCc2c[nH]c3ccccc23)cc1 (configuration not stated) returned SR-BI DiI-HDL act 4, PKA-R1A activ -6, Arrestin-AP2 inh -10, MITF TRPM1 HTS 3, SR-BI HDL uptake -4, DSG3 Ab inh 90, NSD2 inh 3, Mot1-301 SUMO -19, PKA-R2B act 7, CDK5 inh -1.6 and dFosB act -1.
`COc1ccc(N2CCN(C(=O)c3ccccc3)CC2)c([N+](=O)[O-])c1` gave SR-BI DiI-HDL act -5, PKA-R1A activ 0, Arrestin-AP2 inh 10, MITF TRPM1 HTS 2, SR-BI HDL uptake 5, DSG3 Ab inh 91, Mot1-301 SUMO 10, PKA-R2B act -3, CDK5 inh -2.1 and dFosB act -14.
`CCOC(=O)CSc1nc(=O)n2cc(C)ccc2n1` gave SR-BI DiI-HDL act 10, PKA-R1A activ -10, Arrestin-AP2 inh -4, MITF TRPM1 HTS 4, SR-BI HDL uptake -10, DSG3 Ab inh 110, NSD2 inh -3, Mot1-301 SUMO 1, PKA-R2B act 0, CDK5 inh -1.1 and dFosB act 5.
`CN(CCOc1ccccc1)CC(=O)Nc1cccc(Br)c1` gave SR-BI DiI-HDL act -14, PKA-R1A activ 9, Arrestin-AP2 inh 17, MITF TRPM1 HTS 12, SR-BI HDL uptake 14, DSG3 Ab inh 114, NSD2 inh -9, Mot1-301 SUMO -8, PKA-R2B act 0, CDK5 inh 0.6 and dFosB act -8.
O=C(NCc1ccc2c(c1)OCO2)c1cccnc1 was read as SR-BI DiI-HDL act 19, PKA-R1A activ -2, Arrestin-AP2 inh 18, SR-BI HDL uptake -19, DSG3 Ab inh 99, NSD2 inh -1, Mot1-301 SUMO 182, PKA-R2B act -9, CDK5 inh 0.2 and dFosB act 1.
For N/C(Cc1nc(-c2ccc(Cl)cc2)cs1)=N/O the results were SR-BI DiI-HDL act 9, PKA-R1A activ 1, Arrestin-AP2 inh 0, SR-BI HDL uptake -9, NSD2 inh -1, Mot1-301 SUMO -5, PKA-R2B act -8, CDK5 inh 2.6 and dFosB act -5.
Screening CCOC(=O)N/N=C(\C)c1ccc(-n2cnnn2)cc1 returned SR-BI DiI-HDL act 5, PKA-R1A activ 5, Arrestin-AP2 inh 3, MITF TRPM1 HTS -7, SR-BI HDL uptake -5, DSG3 Ab inh 103, NSD2 inh -2, Mot1-301 SUMO -5, PKA-R2B act -3, CDK5 inh -0.6 and dFosB act -2.
`COc1ccc(C)c2sc(N(CCN(C)C)C(=O)c3ccc4ccccc4c3)nc12` gave SR-BI DiI-HDL act -34, PKA-R1A activ 7, Arrestin-AP2 inh 29, MITF TRPM1 HTS -1, SR-BI HDL uptake 34, DSG3 Ab inh 113, NSD2 inh 2, Mot1-301 SUMO 21, PKA-R2B act -1, CDK5 inh -0.3 and dFosB act 15.
COC(=O)CNC(=O)C(C)NC(=O)OCc1ccccc1 (configuration not stated) was read as SR-BI DiI-HDL act 22, PKA-R1A activ 6, Arrestin-AP2 inh 1, SR-BI HDL uptake -22, DSG3 Ab inh 101, NSD2 inh -4, Mot1-301 SUMO 3, PKA-R2B act -9, CDK5 inh 0.8 and dFosB act 1.
Screening Cc1cs/c(=N\N=C2CCCCC2)n1Cc1ccco1 returned SR-BI DiI-HDL act 1, PKA-R1A activ -18, Arrestin-AP2 inh 2, MITF TRPM1 HTS 4, SR-BI HDL uptake -1, DSG3 Ab inh 102, NSD2 inh 7, Mot1-301 SUMO 53, PKA-R2B act 1, CDK5 inh -1.5 and dFosB act -4.
CCN(CC)CCC(c1ccc2c(c1)OCO2)c1c(OC)cc(OC)c2ccc(=O)oc12 (configuration not stated) was read as SR-BI DiI-HDL act 24, PKA-R1A activ -4, Arrestin-AP2 inh 5, MITF TRPM1 HTS 8, SR-BI HDL uptake -24, DSG3 Ab inh 109, Mot1-301 SUMO 7, PKA-R2B act -1, CDK5 inh -0.2 and dFosB act -10.
For CCOC(=O)N1CCN(c2nc3ccccc3nc2C(C#N)S(=O)(=O)c2ccc(C)cc2)CC1 (configuration not stated) the results were SR-BI DiI-HDL act -34, PKA-R1A activ -1, Arrestin-AP2 inh 22, MITF TRPM1 HTS -10, SR-BI HDL uptake 34, DSG3 Ab inh 99, NSD2 inh -1, Mot1-301 SUMO -12, PKA-R2B act -15, CDK5 inh 0.6 and dFosB act 1.
Screening COc1ccc(/C=N/NC(=O)c2csc(-n3nc(C)cc3C(F)(F)F)n2)cc1 returned SR-BI DiI-HDL act 24, PKA-R1A activ -2, Arrestin-AP2 inh 29, SR-BI HDL uptake -24, NSD2 inh 1, Mot1-301 SUMO 79, PKA-R2B act -8, CDK5 inh -1.2 and dFosB act 7.
NC(=O)c1cccc2c1-c1ccccc1/C2=N/NC(N)=S was read as SR-BI DiI-HDL act 8, PKA-R1A activ -12, Arrestin-AP2 inh 3, MITF TRPM1 HTS 3, SR-BI HDL uptake -8, DSG3 Ab inh 98, NSD2 inh 8, Mot1-301 SUMO -12, PKA-R2B act -8, CDK5 inh -0.9 and dFosB act -17.
